PI5P4K alpha inh: PI5P4K alpha (human) kinase inhibition | PI5P4Kalpha enzyme, ADP-Glo luminescence, 60 min; active compounds read low | P48426 | AID 652105 | max response, % | 330,000 tested, 1.2% active; active = max response of -50% or lower; inconclusive = between -30% and -50%; inactive = -30% or higher; note: value at the top dose of about 77 µM; % is set by controls: 0 for no effect and ±100 for the full control effect
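Quantitative HTS of the MLSMR library against PI5P4Kalpha with substrate. ATP added last at 5 microM final; room temperature, 60 minutes. Remaining ATP depleted, ADP converted and read as luminescence.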
EPAC1 ag: activates human EPAC1 exchange factor; O95398; EPAC1 agonist qHTS, biochemical assay; response scale: 100% = response to 6.5 mM cAMP; Potency, µM (titrated, usually from 154 µM), without a hit: at the top dose activation, hits mostly activators; 360,000 tested, 0.073% active; AID 720707; note: potency is the fitted concentration of half-maximal effect; nearly all actives have a fitted effect of over 60% in size
Target sequence (O95398 whole entry, looked up): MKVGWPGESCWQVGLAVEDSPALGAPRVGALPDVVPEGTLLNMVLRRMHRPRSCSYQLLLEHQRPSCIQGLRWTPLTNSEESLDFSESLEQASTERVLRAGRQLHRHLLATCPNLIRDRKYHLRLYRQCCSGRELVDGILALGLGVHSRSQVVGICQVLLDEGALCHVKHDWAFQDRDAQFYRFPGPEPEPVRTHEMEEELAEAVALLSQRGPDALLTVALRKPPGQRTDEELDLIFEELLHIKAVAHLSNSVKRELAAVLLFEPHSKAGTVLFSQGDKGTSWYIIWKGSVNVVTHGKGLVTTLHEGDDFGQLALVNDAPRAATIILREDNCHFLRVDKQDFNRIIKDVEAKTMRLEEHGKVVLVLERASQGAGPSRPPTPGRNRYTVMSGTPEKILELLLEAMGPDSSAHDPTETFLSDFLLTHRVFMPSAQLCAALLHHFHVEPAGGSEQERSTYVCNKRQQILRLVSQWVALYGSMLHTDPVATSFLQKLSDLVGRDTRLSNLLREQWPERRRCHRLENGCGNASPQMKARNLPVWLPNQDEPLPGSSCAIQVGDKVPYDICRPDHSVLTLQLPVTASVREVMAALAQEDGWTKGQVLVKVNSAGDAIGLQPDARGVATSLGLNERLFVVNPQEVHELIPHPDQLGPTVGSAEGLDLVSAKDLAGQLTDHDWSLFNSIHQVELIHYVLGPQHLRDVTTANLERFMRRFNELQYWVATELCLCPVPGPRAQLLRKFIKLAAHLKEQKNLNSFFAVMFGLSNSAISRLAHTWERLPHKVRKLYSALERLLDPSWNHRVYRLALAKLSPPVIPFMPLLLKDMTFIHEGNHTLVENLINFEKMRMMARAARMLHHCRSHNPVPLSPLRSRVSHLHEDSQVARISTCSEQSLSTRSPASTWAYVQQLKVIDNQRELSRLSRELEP
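Fluorescent GDP-exchange assay: 100 nM EPAC1 with 250 nM Rap1B preloaded with BODIPY-GDP and 50 uM GDP; compounds tested as concentration series, 5 min at room temperature, then read every 5 min for 30 min (ex 480/em 540 nm); normalized to 6.5 mM cAMP.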
PLK1 PBD inh: PLK1 (human) polo-box domain binding inhibition; Potency, µM, for the others: max response, negative = inhibition, most hits filed as inhibitors; P53350; Plk1 PBD binding of FITC phosphopeptide, fluorescence polarization; 360,000 tested, 2.8% active; note: potency is the fitted concentration of half-maximal effect; series mostly up to about 57 µM; % is set by controls: 0 for no effect and ±100 for the full control effect; nearly all actives have a fitted effect of over 65% in size
CCT modulator: cytosolic chaperonin activity modulation. purified chaperonin ATPase assay, HTRF ADP detection, 30 min. activity change, % (no concentration beside the values), hits read low. 360,000 tested, 0.3% active; in the data active = activity change below about -30%; note: % is set by controls: 0 for no effect and ±100 for the full control effect
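ATPase activity: ADP formed was measured by HTRF Transcreener (665/615 nm ratio) after 30 min at 37 deg C with 10 uM ATP. Compounds screened at one 76 uM concentration against 40 or 20 nM TRiC in Tris pH 7.4/KCl/MgCl2/DTT buffer.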
WRN inhibitor: inhibitors of human WRN helicase; WRN helicase unwinding, fluorescent forked duplex, kinetic; AID 651768; 360,000 tested, 0.46% active; Potency, µM (highest dose often 114 µM), inactives show at the highest dose activity change, negative = inhibition, usual class: inhibitors; Q14191; note: potency is the fitted concentration of half-maximal effect; % is set by controls: 0 for no effect and ±100 for the full control effect; nearly all actives have a fitted effect of over 55% in size
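Fluorescence dequenching readout, ex 525 nm/em 598 nm, kinetic mode: forked duplex DNA (100 nM final) with adjacent fluorophore and quencher unwound by WRN (20 nM final) with 2 mM ATP. Compound preincubation 15 min, room temperature.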
EPAC2 ag: EPAC2 (human) agonism; EPAC2 activation, biochemical qHTS; response scale: 100% = 6.5 mM cAMP response; Potency, µM (doses to about 154 µM), without a hit: at the highest dose activation, usual class: activators; 360,000 tested, 0.079% active; AID 720711; note: potency is the fitted concentration of half-maximal effect; nearly all actives have a fitted effect of over 50% in size
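Guanine nucleotide exchange by EPAC2 is measured as reduced fluorescence of BODIPY-GDP once it is released from 250 nM Rap1B. Plates are read kinetically for 30 min at room temperature; results are scaled to 6.5 mM cAMP.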
IL2 activator: activators of IL-2 | IL-2 activation reporter assay, cell-based qHTS; stimulated with anti-CD3/CD4/CD28 beads; in transgenic mouse T cells | activation, % (series mostly up to about 46 µM) | 360,000 tested, 0.065% active; in the data active = activation above about 50%; inconclusive = mostly about 30% to 49%; note: 0% is about no effect
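Using fluorescent plate cytometry, EGFP and DsRed are detected in transgenic mouse T cells stimulated 18 h at 37 degrees C with antibody-coated beads after 60 min compound pretreatment.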
EPAC1 antag: antagonists of human EPAC1. 360,000 tested, 0.14% active. EPAC1 GEF assay, Rap1b-BODIPY-GDP exchange fluorescence. Potency, µM (doses to about 115 µM), inactives show at the top dose activity change, negative = inhibition, most hits filed as inhibitors;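 note: potency is the fitted concentration of half-maximal effect; plate controls were vehicle for no effect and positive control for full effect; nearly all actives have a fitted effect of over 50% in size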
The depositor's hits bear a star; ? = inconclusive; nt = no result given; [ ] = remark or other dose. Unless noted, calls come from the whole dose curve; as a rule, active = well fitted curve in the direction sought with a large enough effect; inconclusive = small, poorly fitted or top-dose-only effect, or another doubt; inactive = no such curve, though single readings can be large; an effect the other way counts as inactive or inconclusive. Not all compounds are listed; the hit share may differ from the screen's.

SMILES	PI5P4K alpha inh	EPAC1 ag	PLK1 PBD inh	CCT modulator	WRN inhibitor	EPAC2 ag	IL2 activator	EPAC1 antag
O=C(CCc1nc2sc3c(c2c(=O)[nH]1)CCCC3)NCCc1ccc(F)cc1	?	-6.7%	-1.4%	0.1	-11.6%	0.5%	-1.6	-29.0%
O/N=C1\CC/C(=N\O)c2nn(-c3ccc(Cl)cc3Cl)nc21	nt	0.0%	-1.8%	-0.4	3.9%	0.0%	-0.9	1.8%
Cc1ccc(C)c(Cn2nnc3c(=O)[nH]c(C4CCCN(C(=O)C5CCC5)C4)nc32)c1 (stereo unspecified)	nt	0.1%	-7.1%	-0.3	-4.8%	8.3%	1.2	-2.4%
c1ccc(-c2noc(CSc3nnnn3C3CCCCC3)n2)cc1	1.2	7.3%	-0.6%	-0.1	-0.9%	16.3%	-2.4	-18.3%
COc1ccc(C(C)(C)C)cc1NC(=O)C1CC=CCC1C(=O)O (stereo unspecified)	nt	-8.3%	1.3%	-2.2	-6.1%	8.0%	-1.3	7.3%
CC(C)Oc1cc(NC(=O)CS(=O)CC(=O)Nc2cccc(C(F)(F)F)c2)c(Cl)cc1Cl (stereo unspecified)	nt	28.7%	3.8%	1.7	-24.2%	7.6%	-0.5	?
Cc1ccc(S(=O)(=O)Nc2ccc3c(c2)C(=O)N([C@H](C)CO)C[C@H](C)[C@H](CN(C)C(=O)Nc2cccc4ccccc24)OCCCC[C@@H](C)O3)cc1	-2.8	-4.1%	-5.6%	-30.9*	-8.2%	-7.5%	3.0	-19.5%
CCOC(=O)Cc1csc(SCC(=O)Nc2nccs2)n1	7.4	-2.4%	-4.2%	2.8	-1.0%	14.6%	-0.4	0.5%
CC(NC(=O)OC(C)(C)C)C(=O)N1CCCC1C(=O)NC(Cc1ccccc1)C(N)=O (stereo unspecified)	nt	12.1%	-9.0%	-0.2	7.9%	5.1%	-0.5	2.3%
CCCCCC(=O)Nc1cccc(C2=NOC3(C2)C[C@@H](C(N)=O)N(C(=O)CC(c2ccccc2)c2ccccc2)C3)c1 (stereo partly specified)	-0.3	1.3%	-12.3%	0.3	5.4%	2.6%	-0.7	-6.5%
O=C1/C(=C\c2cccc([N+](=O)[O-])c2O)SC(=S)N1Cc1ccccc1	-89.7*	-4.8%	16.8µM*	0.2	?	-10.1%	-5.0	7.6%
O=C(CNc1cccc(S(=O)(=O)N2CCOCC2)c1)N1CCc2ccccc21	0.3	-11.4%	-3.6%	-3.8	-1.2%	0.4%	-2.2	-27.2%
Fc1ccc(-c2cc(C(F)(F)F)nc(-n3cncn3)n2)cc1	nt	1.0%	-1.1%	-3.8	1.9%	-3.0%	-3.4	3.7%
Cc1ccc(C(c2nnnn2CCc2ccccc2)N2CCC(C)CC2)cc1 (stereo unspecified)	12.8	6.0%	-2.9%	-2.5	2.8%	14.3%	-2.5	-29.9%
O=C1COC(c2ccccc2)C2CCCCN12 (stereo unspecified)	6.0	-1.6%	-13.7%	-2.8	5.0%	5.9%	-4.0	-6.6%
Cc1cccc(C)c1OC(=O)CCN1C(=O)C2C3C=CC(C4CC34)C2C1=O (stereo unspecified)	-5.1	-2.9%	-7.0%	-0.7	0.4%	11.4%	-2.8	1.5%
CC(=O)Nc1ccc(N(CC(=O)NC2CCCC2)C(=O)CCC(=O)Nc2cc(C)on2)cc1	20.3	-2.5%	3.3%	0.4	6.7%	-6.0%	-0.1	6.1%
CCCc1nc2ccccc2c(C(=O)OCc2nnc(-c3cc(OC)c(OC)c(OC)c3)o2)c1CC	4.8	6.3%	2.9%	-1.4	-8.2%	-8.5%	-2.2	-9.1%
CC(C)(C)OC(=O)C(Cc1ccc(OC(C)(C)C)cc1)NC(=O)CNC(=O)OCc1ccccc1 (stereo unspecified)	14.7	-17.7%	-6.6%	2.3	-6.2%	-9.7%	0.6	-22.8%
CCOc1ccc(Cc2nnc(SCC(N)=O)n2C)cc1	nt	1.9%	-5.7%	-1.5	12.6%	1.4%	-0.7	8.1%

Only PI5P4K alpha inh and EPAC1 antag, for 2 of the compounds above:
compound | PI5P4K alpha inh | EPAC1 antag
CC(C)Oc1cc(NC(=O)CS(=O)CC(=O)Nc2cccc(C(F)(F)F)c2)c(Cl)cc1Cl (stereo unspecified) | nt | ?
Fc1ccc(-c2cc(C(F)(F)F)nc(-n3cncn3)n2)cc1 | nt | 3.7%

Continuation:
SMILES	PI5P4K alpha inh	EPAC1 ag	PLK1 PBD inh	CCT modulator	WRN inhibitor	EPAC2 ag	IL2 activator	EPAC1 antag
Cc1c(OCC(=O)NC2CCN(Cc3ccccc3)CC2)ccc2c3c(c(=O)oc12)CCC3	4.9	0.0%	1.7%	0.8	-6.7%	-5.5%	-0.2	10.2%
COc1ccc(CCN2CC(C(=O)NCc3nc(C)c(C)s3)CCC2=O)cc1 (stereo unspecified)	-3.3	2.6%	-23.0%	0.2	-34.6%	3.8%	-3.8	11.2%
COc1ccc(OC)c(C(=O)NC(CC(N)=O)c2ccc(N3CCN(c4ccc(F)cc4)CC3)c([N+](=O)[O-])c2)c1 (stereo unspecified)	-4.1	-12.1%	29.9µM*	-1.2	-6.7%	4.3%	-0.8	-22.1%
CCC(C)(C)C(=O)Nc1ccc(C(N)=O)cc1	-7.3	11.0%	-9.3%	-3.3	0.4%	-4.8%	-1.9	-9.5%
CCc1nnc(NC(=O)Cn2ccc(C(F)(F)F)n2)s1	nt	7.6%	-9.2%	-1.8	2.3%	6.6%	-0.9	-3.3%
COc1ccccc1CNC(=O)CN1C(=O)C(C)N(c2ccc(C)cc2)C1=O (stereo unspecified)	0.3	-0.5%	?	2.0	-8.1%	5.8%	-1.5	-6.5%
Brc1cccc(CN2CCCCCCC2)c1	nt	4.3%	-5.1%	-1.6	0.1%	4.3%	-0.5	-3.8%
COCCNc1nc(NCc2ccccc2)c2cnn(C)c2n1	9.1	11.5%	-10.0%	-1.1	-1.0%	13.5%	0.4	0.4%
NC(=O)COC(=O)c1cc(S(=O)(=O)N2CCN(c3ccccc3)CC2)ccc1Cl	2.2	3.9%	-16.0%	-1.3	-5.1%	6.8%	-4.9	14.1%
CCCn1nc(C(=O)N2CCc3ccccc3C2)c2ccccc2c1=O	0.8	8.0%	-10.3%	-1.7	-29.3%[57.1 µM]	-3.2%	-2.6	-4.8%
CCC(NC(=O)Nc1nccs1)(C(F)(F)F)C(F)(F)F	6.9	14.2%	-2.3%	3.6	-2.7%	-19.3%	0.4	-16.0%
CCOC(=O)c1c(NC(=O)c2ccccc2Br)sc2c1CCc1ccccc1-2	nt	6.2%	6.7µM*	0.9	-8.6%	4.0%	-2.3	4.4%
CC(=O)Nc1ccc(NCC(=O)c2ccccc2)cc1	0.4	-4.8%	?	-1.4	6.7%	0.0%	-1.5	10.6%
COc1ccccc1NC(=O)c1cc(C(=O)O)ccc1C(=O)O	-0.5	5.2%	-10.9%	-0.8	8.8%	0.7%	-1.2	5.6%
CCOc1ccc(C(CC(=O)O)NC(=O)c2ccco2)cc1OC (stereo unspecified)	12.5	2.4%	-1.1%	2.5	9.3%	-2.5%	4.9	16.1%
O=c1ccc2cc3c4c(c2o1)CCCN4CCC3	2.1	?	16.8µM*	2.9	-19.6%	15.4%	-0.9	9.5%
CN(C)c1ccc(C(=S)N2CCCCC2)cc1Br	-10.8	0.9%	-21.9%	-1.9	-20.7%	20.6%	-1.2	-17.5%
Cc1ccc(F)c(S(=O)(=O)NC(=O)C2(C)CCN2C(=O)CC(c2ccccc2)c2ccccc2)c1 (stereo unspecified)	-5.3	-3.2%	-3.0%	-0.5	4.4%[57.1 µM]	-9.1%	0.2	4.3%
Cc1cc(=O)[nH]c(Nc2ccc(C(=O)OC(C)C)cc2)n1	8.2	1.4%	3.8%	2.4	-8.8%[57.1 µM]	-14.7%	0.7	0.1%
CS(=O)(=O)N(Cc1ccccc1)c1ccc(C(=O)Nc2ccccc2Sc2ccccc2)cc1	2.1	12.7%	3.1%	0.4	-23.3%[57.1 µM]	4.2%	0.9	13.9%
Cc1ccc(OCC(=O)N2CCN(S(=O)(=O)c3ccc4c(c3)OCCO4)CC2)c(C)c1	-13.1	-5.6%	-0.6%	0.1	5.0%	11.1%	-0.2	-13.5%
CC(C)(C)CN1C(=O)C(=O)NC[C@H]1Cc1ccc(O)cc1	-13.4	-4.7%	-6.6%	-2.4	-1.6%	7.7%	0.2	-8.6%
Cc1nnc(SCC(=O)NC2CCCCC2)[nH]c1=O	0.5	10.9%	-1.6%	-0.2	-1.5%	6.1%	0.2	3.2%
O=C1C=C(NCC2CCCO2)C2(CCCCC2)O1 (stereo unspecified)	nt	-0.3%	-6.4%	0.3	3.8%	-8.0%	-1.4	4.4%
COc1ccccc1CCNS(=O)(=O)c1c(C)n(C)c(=O)n(C)c1=O	-1.3	6.9%	-20.8%	-1.3	-6.0%	14.0%	-2.9	2.5%
Cc1ccc(N2CN(Cc3ccco3)CNC2=S)cc1	-6.4	8.0%	-9.6%	-15.5	4.4%	17.3%	1.3	-25.8%
Cc1cc(C)n2nc(C(=O)OCC(=O)NC(=O)c3ccccc3)nc2n1	-5.0	3.5%	-3.8%	-2.8	-3.3%	5.0%	-3.8	-1.5%
COc1ccc(S(=O)(=O)N2CCCCC2)cc1NC(=O)CCOc1cc(C)ccc1C	7.7	-1.0%	0.6%	0.4	5.2%	-1.6%	-0.5	-10.0%
O=C(N/N=C/c1ccc(Br)s1)c1cccc([N+](=O)[O-])c1	-8.8	-6.7%	-4.0%	1.4	?	7.8%	2.2	17.0%
CC(=O)c1nn(-c2cccc(Br)c2)cc1C(=O)c1ccc(Br)cc1	0.2	-6.8%	3.6%	-1.0	2.7%	-15.1%	-0.6	-1.9%
CNC(=O)c1ccc(-c2cc(C(F)(F)F)nn2C)s1	0.4	-3.5%	5.2%	1.7	1.4%	-3.7%	0.9	5.7%
O=C(NC1CCCC1)C1=COCCO1	-10.7	3.6%	3.6%	-0.9	-9.6%	4.8%	0.3	-2.3%
Cc1nn(-c2ccccc2)c(N)c1Sc1cccc([N+](=O)[O-])c1	0.8	-2.3%	?	0.3	-2.4%	6.8%	1.1	-9.2%
COc1ccc(-c2csc(N(CCCN(C)C)C(=O)c3ccc(C)cc3)n2)cc1	13.0	-13.0%	3.6%	-0.9	-4.9%	1.1%	-2.9	0.2%

Shown as a hit in CCT modulator, among the entries above:
structure | PI5P4K alpha inh | PLK1 PBD inh | CCT modulator | WRN inhibitor | EPAC2 ag | IL2 activator | EPAC1 antag
Cc1ccc(S(=O)(=O)Nc2ccc3c(c2)C(=O)N([C@H](C)CO)C[C@H](C)[C@H](CN(C)C(=O)Nc2cccc4ccccc24)OCCCC[C@@H](C)O3)cc1 | -2.8 | -5.6% | -30.9* | -8.2% | -7.5% | 3.0 | -19.5%

Source: PubChem BioAssay
